# From PubChem
# TRPC4 agonist – activators of mouse TRPC4 channel, primary screen, Fluo4 calcium, HEK293 TRPC4beta/mu-opioid cells; Short transient receptor potential channel 4 (Mus musculus), Q9QUQ5; Fluo4 calcium fluorescence; hits give high values; B-score at 10 µM; 310,000 compounds, 0.49% hits; AID 2237, 2010;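 active = B-score above 5 SD of library B-scores, and initial fluorescence ratio not above library mean plus 5 SD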;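 also: positive B-score marks a calcium rise read as TRPC4 activation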
#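 Assay system: HEK293 cells stably co-expressing mouse TRPC4beta and mu-opioid receptor / Timing: Fluo4 dye loading 45 min at room temperature, 110 s recording / Signal: Fluo4 calcium-sensitive dye fluorescence, kinetic, 1 Hz baseline / Read-out: integrated baseline-normalised fluorescence ratio, converted to per-well B score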
# TRPC4 inh – inhibitors of mouse TRPC4 channel, primary screen, Fluo4 calcium, HEK293 TRPC4beta/mu-opioid cells; Short transient receptor potential channel 4 (Mus musculus), Q9QUQ5; DAMGO-evoked Fluo4 calcium flux; hits give low values; B-score at 10 µM; 300,000 compounds, 0.39% hits; AID 2247, 2010;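 active = B-score over 3 SD under the library average, no early fluorescence shift, positive overall ratio signal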
#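 Material: HEK293 cells with stable TRPC4beta plus mu-opioid receptor expression; probe or stimulus: DAMGO in two steps, submaximal then maximal; technique: Fluo4 calcium fluorescence by kinetic imaging, 5 s 1 Hz baseline; measure: integrated fluorescence ratio relative to baseline, converted to per-well B score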
# MrgX1 PAM – positive allosteric modulators of MrgX1, primary screen, HEK293 cells, Fluo-4 calcium flux; AID 588675, 2011; FDSS; hits give high values; B-score at 10 µM; 310,000 compounds, 0.63% hits;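 active = plate-corrected calcium response at least 3 library SD above typical, normal starting fluorescence, not activating the receptor alone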;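 also: compound read alongside a low EC10 to EC30 dose of BAM8-22 agonist; peak minus trough fluorescence over baseline measured at the second addition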
# ANO1 activ – TMEM16A chloride channel activators or potentiators, primary screen, cell-based, HTS | HEK293 TMEM16A/YFP-H148Q/I152L, iodide quench fluorescence; hits give low values | AID 623877, 2012 | B-score at 10 µM | 340,000 compounds, 0.3% hits | Anoctamin-1 (Mus musculus), Q8BHY3;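 active = fluorescence-ratio B-score plate-corrected deviation score at least 3 library SD below zero, with starting fluorescence score within 5 deviations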;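 also: channel opened by trigger with iodide after compound preincubation; score built on the fluorescence ratio of max minus min over baseline; more negative score means more quench and so TMEM16A activation or potentiation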
# Target sequence (Q8BHY3 whole entry, looked up): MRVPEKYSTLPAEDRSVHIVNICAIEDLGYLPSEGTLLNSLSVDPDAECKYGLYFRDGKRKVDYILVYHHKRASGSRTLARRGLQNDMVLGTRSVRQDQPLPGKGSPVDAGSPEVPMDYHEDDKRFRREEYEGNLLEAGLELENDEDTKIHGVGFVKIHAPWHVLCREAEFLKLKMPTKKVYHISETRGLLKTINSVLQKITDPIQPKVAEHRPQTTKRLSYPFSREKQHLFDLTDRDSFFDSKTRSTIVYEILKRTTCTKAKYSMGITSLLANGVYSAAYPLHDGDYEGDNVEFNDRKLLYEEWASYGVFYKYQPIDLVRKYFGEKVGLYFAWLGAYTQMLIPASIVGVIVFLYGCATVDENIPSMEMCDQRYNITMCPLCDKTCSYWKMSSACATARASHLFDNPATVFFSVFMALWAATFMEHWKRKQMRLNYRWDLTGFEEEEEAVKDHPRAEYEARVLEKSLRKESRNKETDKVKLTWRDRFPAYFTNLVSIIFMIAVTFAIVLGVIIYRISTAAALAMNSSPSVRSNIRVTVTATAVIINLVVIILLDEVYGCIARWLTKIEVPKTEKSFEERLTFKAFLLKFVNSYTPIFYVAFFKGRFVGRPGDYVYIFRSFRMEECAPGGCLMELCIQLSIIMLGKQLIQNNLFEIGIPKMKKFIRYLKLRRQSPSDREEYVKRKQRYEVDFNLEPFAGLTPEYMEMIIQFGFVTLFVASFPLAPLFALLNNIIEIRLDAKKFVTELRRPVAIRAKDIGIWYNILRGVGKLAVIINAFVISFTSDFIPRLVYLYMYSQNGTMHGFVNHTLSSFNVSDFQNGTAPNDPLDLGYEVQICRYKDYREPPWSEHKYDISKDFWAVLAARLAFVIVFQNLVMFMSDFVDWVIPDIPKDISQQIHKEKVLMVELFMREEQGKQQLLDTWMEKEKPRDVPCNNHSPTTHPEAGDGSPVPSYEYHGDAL
# MrgX1 agonist – agonists of human MrgX1 receptor, primary screen, HEK293 cells, Fluo-4 calcium flux | Mas-related G-protein coupled receptor member X1 (Homo sapiens), Q96LB2 | Fluo-4 calcium fluorescence, agonist mode; hits give high values | B-score at 10 µM | 310,000 compounds, 0.44% hits | AID 588627, 2011;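 active = calcium response B-score plate-corrected fluorescence ratio at least 3 library SD, with starting fluorescence B-score inside 5 SD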
#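 Assay system: MrgX1-expressing HEK293 cells / Amount: fifteen thousand cells per well / Doses: test compound in the initial addition of three / Timing: cells plated overnight, dye loaded 0.5 h 37 °C, 0.5 h room temperature / Technique: kinetic calcium dye fluorescence, Fluo-4 NW / Control set: positive and negative controls per plate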
# SKKanGAS inh – S. pyogenes SKKanGAS growth inhibitors in kanamycin, primary screen, streptokinase expression inhibitor project, SKKanGAS strain, BacTiter-Glo luminescence | 6 h | inhibition, % at 7.5 µM | 300,000 compounds, 1.3% hits;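 active = mean replicate score, as percent of positive control median, at least 50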;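 also: strain carries kanamycin resistance gene driven by streptokinase promoter and grows in 40 µg/ml kanamycin; loss of luminescence reflects streptokinase promoter inhibition or plain growth inhibition; 0% = median of DMSO wells and 100% = positive control at its reference dose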
# MrgX1 antagonist – antagonists of human MrgX1 receptor, primary screen, HEK293 cells, Fluo-4 calcium flux; Mas-related G-protein coupled receptor member X1 (Homo sapiens), Q96LB2; BAM8-22 antagonism; hits give low values; B-score at 10 µM; 310,000 compounds, 1.3% hits; AID 588676, 2011;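 active = calcium-response B-score plate-corrected more than 3 library SD below zero, starting fluorescence within 5 deviations, no agonist response on first addition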;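 also: peak minus trough fluorescence over baseline after final BAM8-22 challenge near maximal dose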
# TMEM16A inh – TMEM16A chloride channel inhibitors, primary screen, cell-based, HTS. Anoctamin-1 (Mus musculus), Q8BHY3. HEK293 TMEM16A/YFP iodide influx fluorescence, ionomycin. normalized B-score (activity score, 25-100; higher = stronger inhibition) at 10 µM. 310,000 compounds, 1.2% hits;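 active = ratio plate-corrected score three or more library SD toward inhibition, starting fluorescence score within five deviations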;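 also: score derived from kinetic fluorescence span divided by baseline fluorescence per well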
# TRPC6 inh – mouse TRPC6 channel inhibitors, primary screen, cell-based, HEK293, membrane potential dye | 310,000 compounds, 1.1% hits | B-score at 10 µM | Short transient receptor potential channel 6 (Mus musculus), Q61143 | AID 2553, 2010 | ACh-evoked depolarization; hits give low values;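 active = B-score under library mean minus 3 SD, initial fluorescence not abnormally high, positive integrated signal ratio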;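 also: B-score derived from integrated fluorescence ratio over the kinetic read; more negative B-score means stronger inhibition of depolarization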
# TRPC6 act – mouse TRPC6 channel activators, primary screen, cell-based, HEK293, membrane potential dye | 310,000 compounds, 0.13% hits | HEK293-TRPC6 membrane potential dye fluorescence; hits give high values | Short transient receptor potential channel 6 (Mus musculus), Q61143 | B-score at 10 µM;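 active = B-score of the integrated fluorescence ratio above library mean plus 3 SD, and starting fluorescence ratio within library mean plus 5 SD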;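 also: higher score means more depolarization so channel activation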
# TRPC4 potent – positive allosteric modulators of TRPC4, primary screen, cell-based, mouse TRPC4beta, HEK293 mu-opioid, Fluo-4 calcium | B-score at 10 µM | AID 2227, 2009 | 310,000 compounds, 0.42% hits | DAMGO EC20, Fluo-4 Ca2+ flux; hits give high values | Short transient receptor potential channel 4 (Mus musculus), Q9QUQ5;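 active = B-score of calcium response area above 5 SD of library B-scores, with initial fluorescence ratio within 5 SD of library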;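 also: B-score of integrated fluorescence ratio over time as area under calcium response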
# An asterisk follows results filed as active; i = inactive; x = not tested or not shown.
SMILES,TRPC4 agonist,TRPC4 inh,MrgX1 PAM,ANO1 activ,MrgX1 agonist,SKKanGAS inh,MrgX1 antagonist,TMEM16A inh,TRPC6 inh,TRPC6 act,TRPC4 potent
C=CCn1c(=O)[nH]c2nc3cc(N=CN(C)C)c(C)cc3nc2c1=O,i,i,i,i,i,2,i,i,i,i,i
CSc1nc(-c2ccco2)nn1S(=O)(=O)c1ccc(C)cc1,i,i,i,i,i,0,i,i,i,i,i
Nc1ncnc(Nc2ccc(S(N)(=O)=O)cc2)n1,i,i,i,i,i,-1,i,i,i,i,i
COC(=O)c1cc(S(=O)(=O)NC2CCC(C)CC2)cn1C (centres undefined),i,i,i,i,i,-2,i,i,i,i,i
COCc1cccc(NC(=O)CCc2ccccc2)c1,i,i,i,i,i,2,i,i,i,i,i
CCCCN(Cc1ccco1)C(=O)Cn1ncc2c(=O)oc3ccc(C)cc3c21,i,i,i,i,i,-5,i,i,i,i,i
CCOC(=O)C1(CCOc2ccccc2)CCN(Cc2cccn2-c2ncccn2)CC1,i,-9*,i,i,i,2,i,i,i,i,i
COc1ccc(C(=O)CSc2nnc(-c3ccc(S(=O)(=O)N4CCOCC4)cc3)o2)cc1,i,i,i,i,i,6,i,i,i,i,i
COc1ccccc1CN1[C@@H](CC(C)=O)c2cc(C(F)(F)F)ccc2S1(=O)=O,i,i,i,i,i,13,i,i,i,i,i
Nc1c(Cl)cc(NC(=O)c2ccccc2C(=O)O)cc1Br,i,i,i,i,i,-7,i,i,i,i,i
CCOc1ccc(CN(C)CC(=O)Nc2cccc(C)c2)cc1OC,i,i,i,i,i,-3,i,i,i,i,i
NC(=O)c1ccc(NC(=O)c2ccc3c(c2)OCO3)cc1,i,i,i,i,i,5,i,i,i,i,i
Cc1cc(C)cc(Nc2nc3c(S(=O)(=O)c4ccccc4)nnn3c3ccccc23)c1,x,x,i,i,i,x,i,i,x,x,x
Cc1ccc(/C=C/C(=O)OCC(=O)Nc2cccc(S(=O)(=O)N(C)C)c2)o1,i,i,i,i,i,2,i,i,i,i,i
CC(C)C[C@H]1CN=C(N(C)C)N1CCCCc1ccccc1,x,x,i,i,i,x,i,i,x,x,x
O=C1OCCN/C1=C\C(=O)c1ccccc1,i,i,i,i,i,-2,i,i,i,i,14*
O=C(CSc1nnc(-c2ccccc2F)n1C1CC1)NC(=O)c1cccc([N+](=O)[O-])c1,i,i,i,i,i,-4,i,i,i,i,i
Cc1cc(C)cc(N(CC(=O)N2CCC(C)CC2)S(=O)(=O)c2ccccc2)c1,i,i,i,i,i,-6,i,i,i,i,i
CCc1ccc(N2Cc3ccccc3C2)cc1,i,i,i,i,i,-18,i,i,i,i,i
CN(C)c1ccc(NC(=O)CSCc2nc3c(nnn3Cc3ccc(F)cc3)c(=O)[nH]2)cc1,i,i,i,i,i,-2,i,i,i,i,i
COc1ccc(NC(C)=O)cc1S(=O)(=O)Nc1ccc(OCc2ccccc2)cc1,i,i,i,i,i,3,i,i,i,i,i
COc1ccc(-c2nnc(-c3cc4ccccc4oc3=O)o2)cc1,i,i,i,i,i,-5,i,i,i,i,i
CCOc1c(Br)cc(/C=C2\C(=O)N(CCC#N)N=C2C)cc1OC,i,i,i,i,i,-11,i,i,i,i,i
Cc1cc(C)n(C(=O)/C=C/c2cccs2)n1,i,i,i,i,i,0,i,i,i,i,i
CCNC(=O)C1CC(=O)N(CCCc2ccccc2)C(=Nc2ccccc2)S1 (centres undefined),i,i,i,i,i,17,i,i,i,i,i
O=C(CSCc1cc(=O)n2nc(C3CC3)sc2n1)Nc1ccccc1Cl,i,i,i,i,i,2,i,i,i,i,i
CN1/C(=C\C=C(/C#N)C(=O)Nc2ccc(Cl)cc2)C(C)(C)c2ccccc21,i,i,i,i,i,-2,i,i,i,i,i
Cc1cc(OCc2cc(C(=O)N(C)CC3CCOCC3)no2)cc(C)c1Cl,i,i,i,i,i,-6,i,i,i,i,i
Cc1cc(C)cc(C(=O)N(c2ccccn2)C(C)c2ccco2)c1 (centres undefined),i,i,i,i,i,7,i,i,i,i,i
CCOC(=O)N1CCC(NC(=O)c2cc(S(=O)(=O)N3CCCCC3)ccc2F)CC1,i,i,i,i,i,-22,i,i,i,i,i
Cc1nn(C)cc1CNC(=O)c1cnn2c(C(F)F)cc(C3CC3)nc12,i,i,i,i,i,1,-4.7*,i,i,i,i
O=C(O)c1ccc2c(=O)[nH]c(CN3CCOCC3)nc2c1,i,i,i,i,i,-4,i,i,i,i,i
Cc1nnc(SCc2nnc(-c3cccs3)o2)n1C,i,i,i,i,i,10,i,i,i,i,i
CC(C)c1ccc(O)c(NC(=O)c2ncn[nH]2)c1,i,i,i,i,i,x,i,i,i,i,i
CCOC(=O)c1cnc2ccc(C)cc2c1Nc1ccc(N2CCOCC2)cc1,i,i,i,i,i,-4,i,i,-5.7*,i,i
Cc1sc2nc(CN3CCOCC3)[nH]c(=O)c2c1-c1ccccc1,i,i,i,i,i,-2,i,i,i,i,i
COc1ccc2oc(C(=O)N(C)CCOc3ccc(Cl)cc3)c(C)c2c1,i,i,i,i,i,-15,i,i,i,i,i
COc1ccc(Nc2nc(-c3sc(NC(C)=O)nc3C)cs2)cc1,i,i,i,x,i,10,i,i,i,i,i
O=C(NCC(c1cccs1)N1CCc2ccccc21)c1ccccc1 (centres undefined),i,i,i,i,i,6,i,i,i,i,i
COc1ccc(-c2onc(C)c2-c2cscn2)c(O)c1,i,i,i,i,i,-5,i,i,i,i,i
O=C(c1cc2nc(-c3ccco3)cc(C(F)(F)F)n2n1)N1CCN(Cc2ccccc2)CC1,i,i,i,i,i,11,i,i,-6.7*,i,i
O=C(/C=N/O)NCCCN1CCOCC1,i,i,i,i,i,7,i,i,i,i,i
O=C(CNC(=O)c1cccc(OC(F)F)c1)OCn1nnc2ccccc2c1=O,i,i,i,i,i,-7,i,i,i,i,i
CCOC(=O)c1ccc(NC(=S)Nc2ccc(C)cc2)cc1,i,i,i,i,i,3,i,i,i,i,i
Cn1c(SCC(=O)NNC(=S)Nc2ccccc2)nnc1-c1ccncc1,i,i,i,x,i,-15,i,i,i,i,i
CC(C)COC(=O)C(N)C(C(=O)OCC(C)C)c1ccccc1 (centres undefined),i,i,i,i,i,5,i,i,i,i,i
O=C(NCc1ccc(F)cc1)C(=O)NCC1OCCN1C(=O)c1cccs1 (centres undefined),i,i,i,i,i,2,i,i,i,i,i
CCCN1C(=O)C2(SC(NC(C)=O)=NN2C(C)=O)c2cc(C)cc(C)c21 (centres undefined),i,i,i,i,i,-2,i,i,i,i,i
O=C(CS(=O)(=O)c1ccc(F)cc1)NCc1ccccc1,i,i,i,i,i,19,i,i,i,i,i
C=CCNC(=O)c1ccc(OC2CCN(S(=O)(=O)N(C)C)CC2)cc1,i,i,i,i,i,-1,i,i,i,i,i

# Remaining list, next part
SMILES,TRPC4 agonist,TRPC4 inh,MrgX1 PAM,ANO1 activ,MrgX1 agonist,SKKanGAS inh,MrgX1 antagonist,TMEM16A inh,TRPC6 inh,TRPC6 act,TRPC4 potent
O=C(COc1ccc(Cl)cc1Cl)NNC(=S)Nc1ccc(F)cc1,i,i,i,i,i,3,i,i,i,i,i
COc1ccc(NC(=O)CSc2nnc(-c3ccncc3)o2)c([N+](=O)[O-])c1,i,i,i,i,i,8,i,i,i,i,i
O=C1c2ccccc2C(O)N1Cc1ccc2c(c1)OCO2 (centres undefined),i,i,i,i,i,-7,i,i,i,i,i
CC1(C)NC(C)(C)/C(=C\c2cccs2)C(=O)C1=O,i,i,i,i,i,3,i,i,i,i,i
Cn1c(=O)c2c3c(sc2n2cnnc12)CCC3,i,i,i,i,i,3,i,25*,i,i,i
O=C(CSc1cn[nH]n1)Nc1ccccc1C(F)(F)F,i,i,i,i,i,-3,i,i,i,i,i
O=C(Nc1nnc(-c2ccc(Cl)cc2)o1)Nc1ccccc1Cl,i,i,i,i,i,-6,i,i,i,i,i
CCOC(=O)C1CCCN(S(=O)(=O)c2cc(OCC(N)=O)c(C)cc2Cl)C1 (centres undefined),i,i,i,i,i,-2,i,i,i,i,i
O=C(COC(=O)c1ccc(O)cc1)NC1CCCC1,i,i,i,i,i,2,i,i,i,i,i
CN1C(C(=O)Nc2ccc(OC(F)(F)F)cc2)=CC(c2cccs2)=NS1(=O)=O,i,i,i,i,i,9,i,i,i,i,i
Cc1nn(CCCC(=O)Nc2ccc(Br)cc2F)c(C)c1[N+](=O)[O-],i,i,i,i,i,2,i,i,i,i,i
COc1cc(C(=O)N[C@@H](C)C(=O)N2CCC3(CC2)NCCc2[nH]cnc23)cc(OC)c1OC,i,i,i,i,i,-10,i,i,i,i,i
C=CCn1c(C)cc(C(=O)CSc2ccc(NC(C)=O)cc2)c1C,i,i,i,i,i,0,i,i,i,i,i
Cc1[nH]oc(=O)c1N=Nc1c(Cl)cccc1Cl,i,i,i,i,i,0,i,i,i,i,i
CCOc1ccc(-c2n[nH]c(C)c2Oc2ccccc2OC)c(O)c1,i,i,i,i,i,-5,i,i,i,i,i
CC(C)Cn1c(-c2cccs2)nc2ccccc21,i,i,i,i,i,2,i,i,i,i,i
S=C(Nc1ccccc1)Nc1nc2ccccc2n1CCOc1ccccc1,i,i,i,i,i,42,i,i,i,i,i
